Pf Dd2 inh – inhibitors of Plasmodium falciparum Dd2 growth; P. falciparum Dd2 growth, SYBR Green, 72 h; active compounds read low; activity change, % at 10 µM; actives 2.3% (n = 94,000); AID 1159554; in the data active = activity change below about -80%
KDM4C inh – blocks human GASC-1 (KDM4C) demethylase activity. inhibition, % at 12.5 µM. Q9H3R0. actives 0.15% (n = 96,000). AID 720574. GST-KDM4C 2-372, H3K9me3 peptide, LANCE TR-FRET;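 active = mean replicate inhibition above about 25%, with at least 55% of replicates also reaching it, limit read from the data, passing the limit was not always enough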
Target sequence (Q9H3R0 2-372 limits assumed): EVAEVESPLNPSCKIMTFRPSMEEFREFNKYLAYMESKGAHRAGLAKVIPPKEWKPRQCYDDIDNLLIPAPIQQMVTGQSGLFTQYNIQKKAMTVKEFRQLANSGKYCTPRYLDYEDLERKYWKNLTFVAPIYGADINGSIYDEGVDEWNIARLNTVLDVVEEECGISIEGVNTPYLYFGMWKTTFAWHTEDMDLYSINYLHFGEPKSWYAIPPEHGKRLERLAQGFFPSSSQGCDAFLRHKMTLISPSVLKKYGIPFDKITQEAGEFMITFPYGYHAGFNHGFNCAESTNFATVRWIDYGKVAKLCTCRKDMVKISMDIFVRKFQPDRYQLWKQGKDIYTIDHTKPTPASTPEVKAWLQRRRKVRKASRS
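Assay system: GST-GASC-1 enzyme fragment 2-372 | Amount: 10 nM enzyme | Medium: HEPES buffer, pH 7.5, plus ascorbate | Reagent: H3K9me3 peptide substrate, Fe(II), 2-oxoglutarate | Doses: Single-point compound screen | Incubation: 30 min demethylation and 1 h detection at room temperature | Measured by: LANCE TR-FRET, excitation 340 nm, emissions 618 and 671 nm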
T cruzi growth – blocks T. cruzi growth in NIH3T3 culture; actives 5.9% (n = 77,000); T. cruzi beta-gal in NIH3T3, GalScreen luminescence, 90 h; inhibition, % at 8.34 µM; AID 624255;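 active = mean inhibition above about 93%, with at least 55% of replicates each passing it, limit read from the data, passing the limit was not always enough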
C diff HTS – C. difficile growth inhibition; Clostridium difficile clinical isolate growth, OD600, 24 h; active compounds read low; growth activity, negative = inhibition, % at 16 µg/mL (by protocol); actives 0.25% (n = 86,000);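 active = mean growth activity at or below -80% and every replicate also at or below -80%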;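 also: 0% = DMSO wells and -100% = levofloxacin 16 µg/mL wells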
Active calls of the source: *.

CC(C)C#Cc1cnc2c(c1)C(=O)N([C@H](C)CO)C[C@H](C)[C@@H](CN(C)Cc1ccccc1)O2 was read as KDM4C inh 0.9, T cruzi growth 31.2 and C diff HTS -2.9.
Screening C/C=C/c1ccc2c(c1)O[C@@H](CN(C)C(=O)c1cnccn1)[C@@H](C)CN([C@H](C)CO)S2(=O)=O returned Pf Dd2 inh 7.4, KDM4C inh -0.3 and C diff HTS 1.0.
C[C@H]1CN([C@@H](C)CO)C(=O)c2cc(NC(=O)c3ccncc3)ccc2O[C@H]1CN(C)Cc1ccccc1 was read as Pf Dd2 inh 28.4, KDM4C inh -1.3, T cruzi growth 4.6 and C diff HTS 0.3.
For COC(=O)C[C@@H]1C[C@H]2c3cc(NS(C)(=O)=O)ccc3O[C@H]2[C@@H](CO)O1 the results were Pf Dd2 inh 42.1, KDM4C inh 0.9, T cruzi growth -32.0 and C diff HTS -2.1.
Screening Cc1ccc(S(=O)(=O)Nc2ccc3c(c2)C(=O)N(C)[C@@H]2CC[C@@H](CC(=O)O)O[C@H]2CO3)cc1 returned Pf Dd2 inh -6.1, KDM4C inh 1.4, T cruzi growth 33.9 and C diff HTS 0.3.
Screening Cc1ccc(S(=O)(=O)NCC[C@H]2CC[C@H](NC(=O)c3ccccn3)[C@@H](CO)O2)cc1 returned Pf Dd2 inh 14.1, KDM4C inh 1.4, T cruzi growth 21.0 and C diff HTS 0.3.
For CN(C)C(=O)[C@H]1[C@H](CO)[C@H]2Cn3c(ccc(C4=CCCCC4)c3=O)[C@@H]1N2Cc1ccncc1 the results were KDM4C inh 1.2, T cruzi growth 2.0 and C diff HTS 1.9.
`COc1ccc(CN(C)C[C@@H]2OCCCC[C@@H](C)Oc3ccc(NC(=O)Nc4ccccc4)cc3C(=O)N([C@@H](C)CO)C[C@H]2C)cc1` gave Pf Dd2 inh -34.7, KDM4C inh -2.9, T cruzi growth 67.3 and C diff HTS 5.1.
`O=C(Nc1ccccc1F)N1CC2(C1)[C@H](c1ccccc1)[C@H](CO)N2C(=O)CC1CC1` gave Pf Dd2 inh 26.8, KDM4C inh 0.8 and C diff HTS 9.3.
For CO[C@H]1CN(C)C(=O)c2ccc(NC(=O)Nc3ccccc3)cc2OC[C@H](C)N(C(=O)Nc2c(C)noc2C)C[C@H]1C the results were Pf Dd2 inh 13.2, KDM4C inh 1.2, T cruzi growth -3.6 and C diff HTS -4.0.
Screening COc1cccc(NC(=O)N2[C@@H](CO)[C@@H](c3ccccc3)[C@@H]2CNCC(C)C)c1 returned Pf Dd2 inh -81.2*, KDM4C inh -1.5, T cruzi growth 70.1 and C diff HTS -3.9.
`C[C@@H]1CN([C@@H](C)CO)C(=O)Cc2cc(NS(=O)(=O)c3ccc(F)cc3)ccc2O[C@@H]1CN(C)S(=O)(=O)c1cn(C)cn1` gave Pf Dd2 inh 11.4, KDM4C inh 1.3, T cruzi growth 9.1 and C diff HTS -3.4.
Screening C[C@H]1CN([C@@H](C)CO)C(=O)c2cccc(NC(=O)c3ccncc3)c2O[C@H]1CN(C)S(=O)(=O)c1ccccc1 returned Pf Dd2 inh 27.4, KDM4C inh -1.7, T cruzi growth 0.9 and C diff HTS 2.1.
Screening O=C(NCC1CC1)[C@@H]1[C@@H](CO)[C@@H]2Cn3c(cccc3=O)[C@H]1N2C(=O)c1ccc(F)cc1 returned Pf Dd2 inh 6.3, KDM4C inh -1.5, T cruzi growth 12.7 and C diff HTS -1.6.
CCCNC(=O)Nc1ccc2c(c1)OC[C@H](C)N(C(=O)C1CCOCC1)C[C@@H](C)[C@H](OC)CN(C)C2=O was read as Pf Dd2 inh 36.3, KDM4C inh 2.1 and T cruzi growth -37.7.
`COC(=O)C[C@H]1CC[C@H]2[C@@H](COc3ccc(NS(=O)(=O)c4ccccc4F)cc3C(=O)N2C)O1` gave Pf Dd2 inh 20.5, KDM4C inh -0.1 and C diff HTS 47.9.
For CCNC(=O)[C@H]1[C@H](CO)[C@H]2Cn3c(ccc(-c4ccc(F)cc4)c3=O)[C@@H]1N2C the results were Pf Dd2 inh -21.5, KDM4C inh -0.6, T cruzi growth 21.4 and C diff HTS 0.1.
CC=Cc1ccc2n(c1=O)C[C@@H]1[C@@H](CO)[C@H](C(=O)Nc3ccc(-c4ccccc4)cc3)[C@H]2N1C(C)=O (mixture of isomers) was read as Pf Dd2 inh 2.8, KDM4C inh -0.4 and C diff HTS -22.2.
Screening CC(C)NC(=O)Nc1ccc2c(c1)CC(=O)N([C@@H](C)CO)C[C@@H](C)[C@@H](CN(C)CC1CCCCC1)O2 returned Pf Dd2 inh -21.1, KDM4C inh 1.9, T cruzi growth 15.2 and C diff HTS 0.3.
`C[C@H](CO)N1C[C@H](C)[C@@H](CN(C)S(=O)(=O)c2ccc(Cl)cc2)Oc2c(NS(=O)(=O)c3ccc(Cl)cc3)cccc2C1=O` gave Pf Dd2 inh 2.2, KDM4C inh -0.2, T cruzi growth 14.7 and C diff HTS 4.5.
For CCCNC(=O)N1[C@H](CNC(C)=O)[C@H](c2ccccc2)[C@@H]1CO the results were Pf Dd2 inh 2.1, KDM4C inh 1.6, T cruzi growth 0.7 and C diff HTS -1.2.
CC=Cc1ccc2n(c1=O)C[C@H]1[C@H](CO)[C@@H](C(=O)OC)N(CCc3ccccc3)[C@@H]21 (mixture of isomers) was read as KDM4C inh 2.6, T cruzi growth -45.7 and C diff HTS 3.7.
For O=C(C[C@H]1C=C[C@@H](NC(=O)c2ccc3c(c2)OCO3)[C@@H](CO)O1)NCc1ccc(Cl)cc1 the results were Pf Dd2 inh 15.2, KDM4C inh 0.2 and C diff HTS -4.0.
Cc1noc(C)c1S(=O)(=O)Nc1ccc2c(c1)C(=O)N([C@H](C)CO)C[C@@H](C)[C@@H](CN(C)Cc1ccccc1)OCCCC[C@@H](C)O2 was read as Pf Dd2 inh -61.5, KDM4C inh -2.6 and C diff HTS 9.4.
For C/C=C/c1ccc([C@H]2[C@@H](CNS(C)(=O)=O)N(CC3CCCC3)[C@H]2CO)cc1 the results were Pf Dd2 inh -10.1, KDM4C inh 0.6, T cruzi growth 50.2 and C diff HTS 10.3.
CC(C)(C)[S@@](=O)N1Cc2cc(C(=O)NCCN3CCCC3)nc(-c3cccc(-c4cccc(C#N)c4)c3)c2[C@H]1CCO was read as Pf Dd2 inh -66.7, KDM4C inh 4.7 and T cruzi growth 28.9.
Screening Cc1cccc(NC(=O)Nc2ccc3c(c2)C(=O)N(C)[C@@H]2CC[C@H](CC(=O)NCc4ccccc4Cl)O[C@H]2CO3)c1 returned Pf Dd2 inh -9.5, KDM4C inh -3.4 and T cruzi growth 9.5.
For O=C(c1cccnc1)N1C[C@@H]2[C@H](c3ccccc31)[C@H](CO)N2C(=O)C1CC1 the results were Pf Dd2 inh -14.6, KDM4C inh 7.8, T cruzi growth 20.6 and C diff HTS 0.3.
For C[C@@H]1CN([C@@H](C)CO)C(=O)c2cc(NC(=O)Nc3cccc4ccccc34)ccc2O[C@@H](C)CCCCO[C@@H]1CN(C)Cc1ccc(C(=O)O)cc1 the results were Pf Dd2 inh -33.4, KDM4C inh 1.5, T cruzi growth -0.9 and C diff HTS 3.7.
C[C@@H]1CCCCO[C@H](CN(C)Cc2ccc(C(=O)O)cc2)[C@H](C)CN([C@@H](C)CO)C(=O)c2cc(N(C)C)ccc2O1 was read as Pf Dd2 inh 22.8, KDM4C inh 1.9, T cruzi growth -14.0 and C diff HTS 1.3.
C[C@@H]1CN([C@@H](C)CO)C(=O)CCCn2nncc2CO[C@H]1CN(C)Cc1ccccc1O was read as Pf Dd2 inh 11.7, KDM4C inh 1.3 and C diff HTS -4.0.
Screening O=C(C[C@@H]1CC[C@@H]2[C@H](COC[C@H](O)CN2CC2CC2)O1)NCC1CC1 returned Pf Dd2 inh 0.3, KDM4C inh 0.4, T cruzi growth 86.6 and C diff HTS 0.6.
C[C@@H]1CN([C@H](C)CO)C(=O)Cc2cc(NC(=O)Cc3cn(C)c4ccccc34)ccc2O[C@@H]1CN(C)C was read as Pf Dd2 inh 2.6, KDM4C inh 0.0 and C diff HTS 0.2.
COc1ccc(S(=O)(=O)Nc2ccc3c(c2)C(=O)N([C@@H](C)CO)C[C@H](C)[C@@H](CN(C)C(=O)Nc2ccccc2)OCCCC[C@@H](C)O3)cc1 was read as Pf Dd2 inh -66.7, KDM4C inh -1.0, T cruzi growth 65.7 and C diff HTS -3.6.
Cc1ccc(S(=O)(=O)N(C)C[C@@H]2Oc3c(NC(=O)C4CC4)cccc3C(=O)N([C@@H](C)CO)C[C@@H]2C)cc1 was read as Pf Dd2 inh -7.0, KDM4C inh 0.0, T cruzi growth -29.2 and C diff HTS -0.4.
COc1cccc(S(=O)(=O)N2CC[C@H]3[C@@H](CO)N(C)c4ccc(C5=CCCCC5)cc4[C@H]32)c1 was read as Pf Dd2 inh -19.4, KDM4C inh -1.6, T cruzi growth 39.0 and C diff HTS -0.9.

Pulled by compound from the entries so far:
For O=C(c1cccnc1)N1C[C@@H]2[C@H](c3ccccc31)[C@H](CO)N2C(=O)C1CC1 the results were Pf Dd2 inh -14.6, KDM4C inh 7.8, T cruzi growth 20.6 and C diff HTS 0.3.
Cc1ccc(S(=O)(=O)N(C)C[C@@H]2Oc3c(NC(=O)C4CC4)cccc3C(=O)N([C@@H](C)CO)C[C@@H]2C)cc1 was read as Pf Dd2 inh -7.0, KDM4C inh 0.0, T cruzi growth -29.2 and C diff HTS -0.4.
C[C@@H]1CCCCO[C@H](CN(C)Cc2ccc(C(=O)O)cc2)[C@H](C)CN([C@@H](C)CO)C(=O)c2cc(N(C)C)ccc2O1 was read as Pf Dd2 inh 22.8, KDM4C inh 1.9, T cruzi growth -14.0 and C diff HTS 1.3.
COc1ccc(S(=O)(=O)Nc2ccc3c(c2)C(=O)N([C@@H](C)CO)C[C@H](C)[C@@H](CN(C)C(=O)Nc2ccccc2)OCCCC[C@@H](C)O3)cc1 was read as Pf Dd2 inh -66.7, KDM4C inh -1.0, T cruzi growth 65.7 and C diff HTS -3.6.

Further records.
For CCN1[C@@H]2c3ccc(-c4cccc(F)c4)c(=O)n3C[C@@H]2[C@@H](CO)[C@@H]1C(=O)N(C)C the results were Pf Dd2 inh 2.5, KDM4C inh 1.9, T cruzi growth 10.0 and C diff HTS -1.9.
For COc1ccc(S(=O)(=O)Nc2cccc3c2O[C@H](CN(C)C(=O)Nc2c(C)noc2C)[C@H](C)CN([C@H](C)CO)C3=O)cc1 the results were Pf Dd2 inh 21.6, KDM4C inh -1.5, T cruzi growth 93.5 and C diff HTS 1.7.
Screening CC(C)NC(=O)N[C@@H]1CC[C@H](CCNS(=O)(=O)c2ccc(Cl)cc2)O[C@H]1CO returned Pf Dd2 inh -9.5, KDM4C inh 0.4, T cruzi growth -124.4 and C diff HTS -6.1.
For O=C(C1CCOCC1)N1CC2(C1)[C@@H](c1ccccc1)[C@H](CO)N2C(=O)CC1CC1 the results were Pf Dd2 inh 34.2, KDM4C inh 8.1 and C diff HTS -1.1.
`CC(C)NC(=O)N(C)C[C@H]1Oc2ncc(C#CC3CCCC3)cc2C(=O)N([C@@H](C)CO)C[C@H]1C` gave Pf Dd2 inh -6.7, KDM4C inh 1.8, T cruzi growth 24.5 and C diff HTS -1.3.
Screening C[C@@H]1CN([C@@H](C)CO)C(=O)c2cc(NC(=O)Nc3ccc4c(c3)OCO4)ccc2O[C@H]1CN(C)C(=O)Nc1ccc(F)cc1 returned Pf Dd2 inh -12.8, KDM4C inh 13.3, T cruzi growth 6.4 and C diff HTS 13.5.
Cn1cnc(CCNC(=O)C[C@H]2CC[C@@H]3[C@H](COC[C@H](O)CN3C(=O)Nc3ccc(Cl)cc3)O2)c1 was read as Pf Dd2 inh -0.5, KDM4C inh -0.4 and T cruzi growth -18.9.
Screening C[C@@H]1CN([C@H](C)CO)C(=O)c2cccc(NC(=O)NC3CCCCC3)c2O[C@H]1CN(C)C returned Pf Dd2 inh -1.6, KDM4C inh -0.9 and C diff HTS -2.8.
Screening CCCNC(=O)[C@@H]1[C@@H](CO)[C@@H]2Cn3c(cccc3=O)[C@H]1N2C(=O)C1CCC1 returned Pf Dd2 inh -1.0, KDM4C inh -1.3, T cruzi growth 13.1 and C diff HTS -3.1.
For C[C@H]1CN([C@@H](C)CO)C(=O)Cc2cc(NC(=O)C3CCCCC3)ccc2O[C@@H]1CN(C)C the results were Pf Dd2 inh 38.1, KDM4C inh -0.1, T cruzi growth 26.4 and C diff HTS -3.0.
COc1ccc(NC(=O)Nc2ccc3c(c2)CC(=O)N([C@@H](C)CO)C[C@H](C)[C@@H](CN(C)C)O3)cc1 was read as Pf Dd2 inh 21.0, KDM4C inh -1.0 and C diff HTS 0.8.
`CNC[C@@H]1Oc2ncc(-c3ccc(OC)cc3)cc2C(=O)N([C@@H](C)CO)C[C@H]1C` gave Pf Dd2 inh -52.1, KDM4C inh -0.8 and C diff HTS -2.5.
Screening COc1ccc2c3c(n(C)c2c1)[C@H](CO)N(C(=O)NC(C)C)CC31CCN(CC2CC2)CC1 returned Pf Dd2 inh -72.6, KDM4C inh -0.8 and C diff HTS -1.2.
COC(=O)[C@H]1[C@H](CO)[C@H]2Cn3c(ccc(C4=CCCC4)c3=O)[C@H]2N1C(=O)C1CCCC1 was read as Pf Dd2 inh 9.7, KDM4C inh 7.9, T cruzi growth 59.0 and C diff HTS 1.6.

Compound activity (PubChem BioAssay)
